# Bioassay records from PubChem.
# T cell HTS: modulators of CD8 T cell-vesicle binding, primary screen, mouse 2C CD8+ T cells, flow cytometry. 2C CD8+ T cell-vesicle binding; hits give low values. calls only at 7 µM. 0.068% of 330,000 active;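 active = response, share of CD8 T cells binding vesicles, and their 90th percentile fluorescence all below set limits, cut at about 80% in these data, passing the limit was not always enough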
#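 Benchmarks: naked versus QL9-loaded vesicles / Assay system: purified 2C TCR transgenic mouse naive CD8+ T cells / Technique: high-throughput flow cytometry with anti-B7-1 and anti-CD8 staining / Timing: Cell–vesicle co-incubation 1.5 h at 37 °C, staining 20 min on ice / Read-out: percent CD8+ FL2 mean versus row control / Probe or stimulus: QL9-loaded Drosophila micro-vesicles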
# Hep lipid drop: inhibitors of hepatocyte lipid droplet formation, primary screen, imaging, high-throughput imaging, BODIPY stain | AML12 mouse hepatocytes, oleate lipid droplets | inhibition, % at 6.5 µM | 0.4% of 240,000 active | AID 1656, 2009;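 active = lipid droplet intensity inhibited by at least 50%, with more than 500 cells counted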
#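 Assay system: AML12 hepatocytes (mouse); Probe or stimulus: oleic acid at 100 µM to induce lipid droplet formation; Dosing: compound at 6.5 µM only; Schedule: compound with oleate, overnight; Detection: fluorescence imaging, 20x objective, two fields per well; Measure: % inhibition of lipid droplet signal.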
# bCat nuc transl: modulators of beta-catenin nuclear translocation, primary screen, imaging, HeLa cells, immunofluorescence, high-content. nuclear translocation activity, % at 5 µM. 0.3% of 190,000 active. AID 1665, 2009;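 active = nuclear translocation activity above 50% at 5 µM, with a well cell count of 50 or more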;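 also: per-cell ratio of nuclear to cytoplasmic median beta-catenin stain intensity; plate controls were DMSO negative control for no effect and GSK-3 inhibitor IX positive control for full effect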
#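 System: HeLa cells, endogenous beta-catenin; compound dosing: 5 µM primary single dose, 0.1% DMSO, 0.02–20 µM confirmation series; incubation: 24 h compound exposure at 37°C, 5% CO2; signal: beta-catenin immunofluorescence imaging with DAPI; evaluation: % activation, nuclear-to-cytoplasmic median beta-catenin signal ratio per cell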
# Autophagy mod: autophagy modulators in MEF cells, primary screen, imaging, high-content, MEF GFP-LC3. MEF GFP-LC3 puncta imaging; test concentration mostly 10 µM. calls only at 10 µM (by protocol). 0.98% of 190,000 active. AID 463193, 2010;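 active = percentage of spot-positive cells more than 3 SD above its plate mean, without a fluorescence outlier flag or 80% toxicity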;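 also: spot-positive cell cutoff set from DMSO-treated cells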
# MT stabilizer: microtubule stabilizers in HeLa cells, primary screen, imaging, high-content imaging; HeLa tubulin immunostaining HCS, 24 h; share of cells brighter than vehicle mean+2SD; 0.83% of 200,000 active; % tubulin-high responders, % at 10 µM; AID 2205, 2009;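 active = plate Z-score above 3 for both tubulin-high and condensed-nucleus cell shares, with cell loss under 80%, at 10 µM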;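 also: anti alpha tubulin signal scored within the nucleus-defined area of each cell; some results filed as inactive read as strong as hits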
# West Nile antiviral: West Nile virus antiviral activity, cell-based, CPE readout (AID 1621). West Nile virus-infected cells, CPE inhibition; higher % means a stronger effect. CPE inhibition, % at 10 µM; hits with a dose series show IC50 in µM. 0.02% of 290,000 active; in the data active = a potency from the dose series; also: strong numbers were not always called active
# Ins promoter up: insulin promoter activators in MIN6 cells, imaging, high-content screening, mouse beta cells | AID 1625, 2009 | MIN6 insulin promoter-GFP reporter; hits give high values | z-score at 5 µM | 0.3% of 190,000 active;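 active = z-score above 3 at 5 µM with at least 500 cells counted in the well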
# WT yeast gro inh: growth inhibition of WT strain, primary screen, mitochondrial fusion inhibitor project, WT and mutant strains, chemical genetic; inhibition, % at 10 µM; mitochondrial fusion phenotypic screen; AID 1362, 2008; 2.1% of 190,000 active; in the data active = inhibition above about 58%; tested in S. cerevisiae
# Myeloid diff 2: induction of myeloid progenitor differentiation, primary screen, cell-based, flow cytometry, MLPCN library; ER-HoxA9 myeloid progenitors, lysozyme-GFP differentiation; calls only at 10 µM; 1% of 360,000 active;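 active = normalized GFP-positive differentiation at or above the plate's own cutoff, the solvent-only control mean plus 3 SD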;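 also: cells exposed to compound for four days before flow analysis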
# WT yeast gro inh mutant strain: second read-out of WT yeast gro inh, no call of its own (marks repeat the call); inhibition, %; mitochondrial fusion phenotypic screen, mutant strain inhibition
# Ins promoter up cell count: second read-out of Ins promoter up, no call of its own (marks repeat the call); cell count; measured here: cytotoxicity, nuclei count;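 total cells summed across four imaged fields per well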
# Hep lipid drop cells 6.5 µM: second read-out of Hep lipid drop, no call of its own (marks repeat the call); cell count; measured here: cell count, cytotoxicity flag;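 cells counted across two imaged fields per well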
# bCat nuc transl cell count 5 µM: second read-out of bCat nuc transl, no call of its own (marks repeat the call); cell count; measured here: cell count, cytotoxicity flag
# T cell HTS vesicle-bound %: second read-out of T cell HTS, no call of its own (marks repeat the call); double positive events, %; measured here: CD8+ vesicle-bound cell fraction;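 binding gate set so that unloaded-vesicle control wells show 10% double positive cells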
# MT stabilizer Hoechst-high %: second read-out of MT stabilizer, no call of its own (marks repeat the call); % Hoechst-high responders; measured here: nuclear condensation Hoechst responders;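 share of cells brighter than vehicle mean plus two SD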
# MT stabilizer cytotoxicity %: further read-out of MT stabilizer, marked with its call; toxicity, %; measured here: cytotoxicity by cell density;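 0% = mean cell density of plate MIN control wells and 100% = no cells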
# Autophagy mod cell loss 18 h: second read-out of Autophagy mod, no call of its own (marks repeat the call); toxicity, %; measured here: cell loss, nuclei count;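 cell loss after 18 h compound exposure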
# Myeloid diff 2 GFP+ MAC1+ %: further read-out of Myeloid diff 2, marked with its call; GFP+ MAC1+ double positive, %; measured here: differentiation confirmed by MAC1 staining
# * marks the source's active call; other numbers are inactive results; i = inactive; / = not tested or not shown.
# Start of the listing, in advance:
Structure	T cell HTS	T cell HTS vesicle-bound %	Hep lipid drop	Hep lipid drop cells 6.5 µM	bCat nuc transl	bCat nuc transl cell count 5 µM	Autophagy mod	Autophagy mod cell loss 18 h	MT stabilizer	MT stabilizer Hoechst-high %	MT stabilizer cytotoxicity %	West Nile antiviral	Ins promoter up	Ins promoter up cell count	WT yeast gro inh	WT yeast gro inh mutant strain	Myeloid diff 2	Myeloid diff 2 GFP+ MAC1+ %
Cc1ccc(C(=O)N(c2c(C)n(C)n(-c3ccccc3)c2=O)C(C)C)cc1	i	22	2	730	/	/	i	-5	1.3	1.5	2.9	-0.5%	-0.28	937	10	20	i	2.2
COc1cc(/C=N/NC(=O)c2nc(-c3ccccc3)n(-c3ccccc3)n2)ccc1O	i	41	19	678	-1.1	1117	i	2	2.8	3.2	10	0.4%	0.03	1597	-5	-3	i	0.1

# Main list, from the start:
Structure	T cell HTS	T cell HTS vesicle-bound %	Hep lipid drop	Hep lipid drop cells 6.5 µM	bCat nuc transl	bCat nuc transl cell count 5 µM	Autophagy mod	Autophagy mod cell loss 18 h	MT stabilizer	MT stabilizer Hoechst-high %	MT stabilizer cytotoxicity %	West Nile antiviral	Ins promoter up	Ins promoter up cell count	WT yeast gro inh	WT yeast gro inh mutant strain	Myeloid diff 2	Myeloid diff 2 GFP+ MAC1+ %
Cc1ccc(C(=O)N(c2c(C)n(C)n(-c3ccccc3)c2=O)C(C)C)cc1	i	22	2	730	/	/	i	-5	1.3	1.5	2.9	-0.5%	-0.28	937	10	20	i	2.2
COc1cc(/C=N/NC(=O)c2nc(-c3ccccc3)n(-c3ccccc3)n2)ccc1O	i	41	19	678	-1.1	1117	i	2	2.8	3.2	10	0.4%	0.03	1597	-5	-3	i	0.1
CCOC(=O)COc1cccc2c(=O)n(CC(=O)NCCc3ccccc3)ccc12	i	32	/	/	0.1	590	i	4	2.8	2.6	10	0.9%	0.04	1346	7	-6	i	3.6
Cc1ccc(CNC(=O)C2CCN(S(=O)(=O)c3c(C)noc3/C=C/c3ccco3)CC2)cc1	i	24	/	/	/	/	i	2	1.5	3.3	10	-0.3%	-0.63	967	19	10	i	6.1
O=C(Cn1nnc(-c2ccccc2NC(=O)c2cccs2)n1)Nc1ccccc1	i	48	/	/	-4.5	1023	i	5	3.8	1.2	3.8	-0.2%	-0.39	1280	0	6	i	0.4
CC12COC3(P(=O)(c4ccccc4)c4ccccc4)CC1CCC23CP(=O)(c1ccccc1)c1ccccc1 (stereo not drawn)	i	20	-7	667	3.8	1009	i	29	2.2	1.2	9.2	-1.2%	-1.2	1223	-2	12	i	0.3
CCOC(=O)C1(C)NC(c2ccc(O)cc2)C2C(=O)N(c3ccccc3)C(=O)C21 (stereo not drawn)	i	47	7	836	/	/	/	/	/	/	/	0.7%	/	/	/	/	i	0.9
Cc1ccc(S(=O)(=O)N2CCN(C(=O)CN3CCN(C)CC3)C2)cc1	i	52	/	/	-3.9	1372	i	-23	5.4	2.5	11	0.3%	-0.28	1634	-1	-25	i	8.6
COc1cccc(N2CCN(C(=O)Nc3ccc4c(c3)NC(=O)CO4)CC2)c1	i	41	/	/	/	/	i	-2	1.9	1.0	5.3	-0.3%	/	/	44	42	i	0.8
CCOc1ccccc1N(CC(=O)Nc1ccc(OC)cc1)S(=O)(=O)c1ccccc1	i	57	-2	786	/	/	/	/	/	/	/	-0.3%	/	/	/	/	i	0.3
Cc1ccc(S(=O)(=O)c2nc(-c3cccs3)oc2NCCCN(C)C)cc1	i	27	-3	700	/	/	i	-15	3.7	3.0	7.5	0.1%	-5.5	752	-5	-24	i	0.2
CC(C)Nc1nnc(SCC(=O)NCc2ccc3c(c2)OCO3)s1	i	54	0	684	-0.1	1015	i	-13	1.1	2.2	7.2	-0.1%	0.09	1105	-3	-1	i	0.2
Cc1cccc(NC(=S)NC(=O)C(c2ccccc2)c2ccccc2)n1	i	47	/	/	/	/	i	-23	2.8	2.1	8.5	-0.2%	/	/	/	/	i	0.7
CC(=O)Oc1ccc2c(c1)OC(c1ccccc1)CC21CC(C)(C)NC(=O)N1 (stereo not drawn)	i	26	-3	748	-1.1	515	i	7	2.8	1.5	1.1	-0.7%	-0.09	1201	9	-8	i	0.5
COc1ccc(S(=O)(=O)N2CCC(C(=O)N3CCN(c4ccccc4OC)CC3)CC2)cc1	i	41	-29	702	/	/	i	6	3.2	0.0	66	-0.1%	0.31	1277	6	0	i	0.6
CCOc1ccc(CSC(=N)N)cc1Cl	i	36	30	671	-0.3	1305	/	/	/	/	/	0.2%	-1.5	969	/	/	i	1.0
COC(=O)c1c(C(=O)OC)c(-c2cccc(C)c2)n2c1CS(=O)(=O)C2	i	49	-2	764	/	/	i	4	0.8	1.1	17	0.1%	/	/	25	11	i	1.1
CN1CCC(=O)N(CCSc2ccccc2)CC1	i	17	-2	824	/	/	/	/	/	/	/	-0.3%	/	/	/	/	i	1.1
N/C(=N\OC(=O)c1cccc(Cn2cc(C(F)(F)F)ccc2=O)c1)c1ccccc1	i	34	-7	736	-1.7	1206	/	/	/	/	/	-1.0%	/	/	/	/	i	1.1
O=C(c1ccc(Cl)cc1)c1c[nH]c(C(=O)NNc2cccc(Cl)n2)c1	i	52	6	688	-1.3	1066	i	-1	4.2	3.3	3.4	0.7%	-0.61	1555	-7	0	i	0.0

# 6 entries out of the list above, sorted by the number in West Nile antiviral, rising.
smiles | T cell HTS | T cell HTS vesicle-bound % | MT stabilizer Hoechst-high % | West Nile antiviral | WT yeast gro inh mutant strain | Myeloid diff 2 GFP+ MAC1+ %
Cc1ccc(C(=O)N(c2c(C)n(C)n(-c3ccccc3)c2=O)C(C)C)cc1 | i | 22 | 1.5 | -0.5% | 20 | 2.2
CCOc1ccccc1N(CC(=O)Nc1ccc(OC)cc1)S(=O)(=O)c1ccccc1 | i | 57 | / | -0.3% | / | 0.3
CC(C)Nc1nnc(SCC(=O)NCc2ccc3c(c2)OCO3)s1 | i | 54 | 2.2 | -0.1% | -1 | 0.2
COC(=O)c1c(C(=O)OC)c(-c2cccc(C)c2)n2c1CS(=O)(=O)C2 | i | 49 | 1.1 | 0.1% | 11 | 1.1
CCOc1ccc(CSC(=N)N)cc1Cl | i | 36 | / | 0.2% | / | 1.0
CCOC(=O)COc1cccc2c(=O)n(CC(=O)NCCc3ccccc3)ccc12 | i | 32 | 2.6 | 0.9% | -6 | 3.6

# Additional structures follow.
Structure	T cell HTS	T cell HTS vesicle-bound %	Hep lipid drop	Hep lipid drop cells 6.5 µM	bCat nuc transl	bCat nuc transl cell count 5 µM	Autophagy mod	Autophagy mod cell loss 18 h	MT stabilizer	MT stabilizer Hoechst-high %	MT stabilizer cytotoxicity %	West Nile antiviral	Ins promoter up	Ins promoter up cell count	WT yeast gro inh	WT yeast gro inh mutant strain	Myeloid diff 2	Myeloid diff 2 GFP+ MAC1+ %
CC(Sc1ccccc1)C(=O)NCCc1ccccc1 (stereo not drawn)	i	33	-2	808	/	/	/	/	/	/	/	-0.1%	/	/	/	/	i	0.8
c1ccc2[nH]c(CSc3nccs3)nc2c1	i	33	-7	735	-2.2	1227	i	-12	5.1	1.8	8.4	-0.5%	-0.08	1163	18	11	i	0.6
CC1=NN(C(C#N)c2ccccc2)C(C)(C)C1 (stereo not drawn)	i	61	-20	658	-0.9	903	i	1	2.6	2.1	4.2	0.2%	0.4	1601	-9	-10	i	0.4
Cc1cc(/C=N/NC(=O)C(=O)NCc2ccccn2)c(C)n1-c1cccc(Br)c1	i	49	13	678	1.9	975	i	3	3.0	3.1	6.7	0.0%	0.03	1202	9	1	i	1.4
O=C(CCCCl)Oc1ccc2cc(-c3ccc4ccccc4n3)c(=O)oc2c1	i	57	-20	627	2.3	732	i	5	4.5	2.8	1.7	-0.3%	0.43	1157	-7	-6	i	0.2
COc1ccc(CCN2C(=S)N(c3ccccc3)C(=O)C2CC(=O)O)cc1OC (stereo not drawn)	i	53	3	700	/	/	/	/	/	/	/	-0.6%	/	/	/	/	i	0.4
CC(=O)c1cc2c(cc1NC(=O)c1cnc(C)cn1)OCO2	i	15	/	/	-4.7	973	i	-22	1.6	2.4	8.2	0.9%	-0.35	1225	/	/	i	0.6
COCCCNC(=O)c1ccc2c(=O)n(CC3CCCO3)c(=S)[nH]c2c1 (stereo not drawn)	i	34	/	/	-0.6	1388	i	0	1.2	2.5	7.7	0.0%	-0.11	1612	8	11	i	2.4
CCCCN(C)c1c(N2CCC(C(=O)OCC)CC2)c(=O)c1=O	i	37	5	666	0.0	1358	/	/	/	/	/	-0.1%	/	/	/	/	i	0.3
Cc1ccc(S(=O)(=O)N(C)C)cc1NC(=O)COC(=O)CCC(=O)c1ccc(F)cc1	i	53	15	680	-1.5	1142	i	0	2.1	1.7	4.1	0.1%	-0.4	1588	-9	-4	i	0.5
CCCCOC(=O)C1[C@H]2C(=O)N(c3ccccc3CC)C[C@]23C=C[C@H]1O3 (stereo partly drawn)	i	50	/	/	-5.6	924	i	-8	6.0	2.7	10	0.1%	0.12	1390	-1	-6	i	0.7
CCCNC(=O)[C@H](C)NC(=O)c1ccc(Br)cc1	i	6	-8	655	-2.6	1150	i	11	2.3	1.9	5.1	0.3%	-1.2	1344	-27	6	i	0.6
CCOC(=O)c1cccc(NC(=O)c2cccnc2)c1	i	46	/	/	-5.6	952	i	-7	4.4	2.1	3.6	0.1%	1.1	1129	8	26	i	7.3
